High-throughput results as filed in PubChem.
HT1080 cytotoxicity – cytotoxicity in HT1080 fibrosarcoma cells, cell-based, fluorescence readout (AID 620); cytotoxicity, % at 10 µM; hits with a dose series show EC50 in µM; actives 0.42% (n = 87,000); HT1080 viability, fluorescence; higher % means a stronger effect;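 note: cells exposed to compound overnight then 4 h with Alamar Blue; 0% = vehicle DMSO and 100% = killing control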
LYP inhibition – LYP phosphatase inhibitors, primary screen, biochemical, DiFMUP fluorescence, recombinant catalytic domain, 10 µM (AID 606); Tyrosine-protein phosphatase non-receptor type 22 (Homo sapiens); recombinant LYP catalytic domain, DiFMUP fluorescence; higher % means a stronger effect; one-dose inhibition, % at 10 µM; IC50 in µM for titrated hits; 52,000 tested, under 10 active;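 active = IC50 under 40 µM in the dose-response test; inactive = IC50 of 40 µM or more, or never dose-tested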
TNAP inhibition – human TNAP enzyme inhibitors, biochemical, luminescent (AID 518). actives 0.09% (n = 64,000). Alkaline phosphatase, tissue-nonspecific isozyme (Homo sapiens). one-dose inhibition, % at 20 µM; IC50 in µM for titrated hits. purified TNAP enzyme, luminescent substrate readout; higher % means a stronger effect; in the data active = a potency from the dose series; inactive = the rest, 99 in 100 with inhibition below about 22%;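 note: plate controls were vehicle for no effect and reference inhibitor for full effect; many of its hits are not listed in these tables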
PMK inhibit – S. pneumoniae PMK inhibitors, primary screen, biochemical, mevalonate pathway, pilot trial included; phosphomevalonate kinase (Streptococcus pneumoniae D39); purified PMK, PK/LDH-coupled NADH absorbance 340 nm; inhibition, % at 10 µM; actives 0.49% (n = 65,000);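 active = top-ranked compounds by inhibition in the single 10 µM screen, taking a fixed number of the strongest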;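 note: 0% = full reaction with DMSO carrier and 100% = background rate without enzyme reaction; no value below 0 was filed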
HPDE-C7 cytotoxicity – cytotoxicity in HPDE-C7 cells, cell-based, fluorescence, HTS (AID 430); cytotoxicity, % at 10 µM; hits with a dose series show EC50 in µM; actives 1.8% (n = 63,000); HPDE-C7 pancreatic duct cells viability, fluorescence; higher % means a stronger effect;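 note: cells exposed to compound for 48 hours before viability readout; 0% = vehicle and 100% = reference cytotoxic drug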
Bfl-1 displacement – Bfl-1 inhibitors, primary screen, biochemical, fluorescence polarization, FITC-Bid, mouse (AID 432); Bcl-2-related protein A1 (Mus musculus); actives 0.02% (n = 64,000); FITC-Bid BH3 peptide fluorescence polarization displacement; higher % means a stronger effect; displacement, % at 20 µM; hits with a dose series show IC50 in µM; in the data active = a potency from the dose series; inactive = the rest, 99 in 100 with displacement below about 15%; note: strong numbers were not always called active
KRASV12 cytotoxicity – cytotoxicity in KRAS-transformed pancreatic duct cells, primary screen, cell-based, fluorescence, HTS (AID 431). HPDE-C7K KRASV12 cells, Alamar Blue viability, 48 h; higher % means a stronger effect. cytotoxicity, % at 10 µM; hits with a dose series show EC50 in µM. actives 1.7% (n = 63,000);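 active = compounds whose percent cytotoxicity in the single-dose primary screen, scaled between solvent and toxic-drug controls, exceeds 50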;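 note: 0% = DMSO solvent wells and 100% = doxorubicin-treated wells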
Spn MK inh – S. pneumoniae MK inhibitors, primary screen, biochemical, PK/LDH-coupled NADH absorbance; purified MK, PK/LDH-coupled NADH absorbance 340 nm; mevalonate kinase [Streptococcus pneumoniae D39]; AID 555, 2006; inhibition, % at 10 µM; actives 0.48% (n = 65,000);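 active = ranked among the strongest by inhibition in the single 10 µM screen, a fixed top-ranked set picked for dose follow-up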; note: no value below 0 was filed
DPM-DC inhibit – S. pneumoniae DPM-DC inhibitors, primary screen, biochemical, PK/LDH-coupled NADH fluorescence; AID 556, 2006; diphosphomevalonate decarboxylase (Streptococcus pneumoniae D39); calls only at 10 µM; purified DPM-DC; actives 0.49% (n = 65,000);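 active = the 320 compounds with the highest percent inhibition in the single-dose primary screen, excluding strongly autofluorescent ones, cut at about 32% in these data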;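 note: kinetic rate of NADH fluorescence loss reporting ADP formed by the decarboxylase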
PMK inhibit pilot replicates – recorded beside PMK inhibit, whose call it bears; inhibition, %; measured here: pilot screen replicates
Spn MK inh pilot replicates – further read-out of Spn MK inh, marked with its call; inhibition, %; measured here: pilot screen replicates
DPM-DC inhibit pilot screen % – also measured in DPM-DC inhibit; calls as there; inhibition, %; measured here: pilot screen trials
* marks the source's active call; other numbers are inactive results; i = inactive; / = no result given. Cut-off read from the data, not from the text of the source, unless noted: active = cytotoxicity above about 50%; inactive = the rest.

SMILES	HT1080 cytotoxicity	LYP inhibition	TNAP inhibition	PMK inhibit	HPDE-C7 cytotoxicity	Bfl-1 displacement	KRASV12 cytotoxicity	Spn MK inh	DPM-DC inhibit	others
CCC(C)(C)n1nnnc1C(c1cccc(C#N)c1)N1CCN(c2cccc(C)c2C)CC1 (stereo not drawn)	2.9%	11.0%	1.6%	12.0	3.9%	5.8%	-13.3%	0.0	i
Cc1cc(C(F)(F)F)c2sc(N)nc2n1	-1.0%	/	-2.0%	9.0	-13.4%	-12.5%	-21.3%	2.0	i
CN(c1ccc(C(=O)Nc2cccnc2)cc1)S(C)(=O)=O	16.6%	14.5%	13.7%	0.0	-3.4%	-7.0%	-7.2%	4.0	i
O=C1C(=O)N(CCCn2ccnc2)C(c2cccnc2)/C1=C(/O)c1ccc(F)cc1 (stereo not drawn)	-7.6%	-0.1%	4.9%	0.0	-3.2%	-0.9%	1.9%	8.0	i
CC(NC(=O)c1ccccc1Cl)C1COc2ccccc2O1 (stereo not drawn)	-0.4%	-19.4%	7.3%	10.0	-12.3%	-8.7%	-18.1%	8.0	i
COc1ccc(C=NCCCN2CCOCC2)cc1	-8.3%	-2.1%	10.6%	0.0	8.3%	-6.6%	4.4%	1.0	i
O=C1NCCN1C(=O)C12CC3CC(CC(C3)C1)C2	-3.5%	2.7%	6.4%	10.0	-9.5%	-3.9%	-2.7%	0.0	i
Cc1cc2nc(SCCN3CCCC3)[nH]c2cc1C	-3.8%	9.0%	1.5%	0.0	2.9%	-5.8%	16.7%	6.0	i
O=c1cc(-c2ccccc2)nc2nc(SCc3ccccc3)[nH]n12	3.8%	5.0%	8.7%	6.0	3.4%	0.8%	4.7%	3.0	i
COC(=O)c1cc(C(=O)OC)cc(-n2c(C)cc(C(=O)CC#N)c2C)c1	3.4%	1.3%	10.8%	0.0	-25.1%	2.7%	-8.7%	13.0	i
c1ccc2c(c1)nc(-c1ccncc1)n1nnnc21	2.1%	7.8%	14.6%	15.0	-22.9%	3.0%	0.3%	3.0	i	PMK inhibit pilot replicates=0.0;Spn MK inh pilot replicates=0.0;DPM-DC inhibit pilot screen %=1.0
CC(=O)N[C@@H](CS)C(=O)O	-5.9%	6.5%	6.3%	6.0	4.0%	3.7%	-3.0%	4.0	i	PMK inhibit pilot replicates=3.0;Spn MK inh pilot replicates=0.0;DPM-DC inhibit pilot screen %=3.0
CC(=O)NC1C(=O)N(CCc2ccccc2)c2ccccc21 (stereo not drawn)	-5.2%	1.3%	-7.6%	12.0	-0.9%	-1.2%	-4.4%	0.0	i
O=C(CS(=O)(=O)Cc1ccccc1)N1CCc2ccccc2C1	5.5%	7.5%	22.2%	9.0	-9.2%	-7.2%	-3.2%	14.0	i	PMK inhibit pilot replicates=5.0;Spn MK inh pilot replicates=0.0;DPM-DC inhibit pilot screen %=1.0
Cc1noc(C)c1COC(=O)CCCc1nc2ccccc2s1	-3.8%	0.7%	8.3%	9.0	-2.3%	3.0%	-3.8%	2.0	i
Cc1cc(NC(=O)c2ccc(Cl)cc2)no1	0.6%	-9.3%	9.3%	22.0	-8.7%	1.8%	0.1%	4.0	i	PMK inhibit pilot replicates=0.5;Spn MK inh pilot replicates=3.0;DPM-DC inhibit pilot screen %=0.0
CCOC(=O)c1c(C)nc2sccn12	-17.3%	-5.6%	6.3%	0.0	-6.3%	5.7%	-3.0%	2.0	i
O=C(CCN1CCN(c2ccccc2)CC1)Nc1nccs1	1.5%	12.2%	15.1%	0.0	-16.4%	-11.7%	-10.9%	5.0	i
O=C(NCCc1ccccn1)C1CC(=O)N(Cc2ccccc2Cl)C1 (stereo not drawn)	-10.4%	1.1%	-2.4%	19.0	8.1%	-1.1%	0.5%	10.0	i
CC1CCCN(C(=O)CSc2nnc(-c3ccc(S(=O)(=O)N4CCOCC4)cc3)n2C)C1 (stereo not drawn)	-1.1%	0.9%	0.6%	1.0	-10.3%	1.1%	8.0%	4.0	i
Cc1nc(/C=[N+](\[O-])C(C)(C)/C=N/O)n(O)c1C	4.9%	/	0.3%	12.0	0.5%	-2.1%	-1.8%	12.0	i
COC(=O)Nc1ccc(C)c2nsnc12	2.5%	6.7%	-6.6%	8.0	-1.1%	1.6%	3.0%	7.0	i
CCSc1nc(-c2ccco2)ccc1C#N	-6.9%	/	15.2%	0.0	-0.2%	-2.3%	3.4%	13.0	i
COc1cc(NC(=O)c2ccc3c(=O)n(Cc4ccco4)c(=S)[nH]c3c2)cc(OC)c1OC	-0.3%	6.1%	10.7%	12.0	-1.9%	-12.9%	3.5%	4.0	i
CC1=C(C(=O)NCCN2CCOCC2)C2(CCC(C)CC2)OC1=O (stereo not drawn)	-2.1%	8.5%	5.1%	0.0	-0.9%	2.3%	5.9%	6.0	i
Next part:
SMILES	HT1080 cytotoxicity	LYP inhibition	TNAP inhibition	PMK inhibit	HPDE-C7 cytotoxicity	Bfl-1 displacement	KRASV12 cytotoxicity	Spn MK inh	DPM-DC inhibit	others
COc1ccc(C/C(O)=C(\C#N)c2nc3ccccc3s2)cc1	8.2%	19.2%	13.0%	0.0	46.3%	-3.2%	46.6%	14.0	i	PMK inhibit pilot replicates=4.0;Spn MK inh pilot replicates=8.0;DPM-DC inhibit pilot screen %=8.5
Cc1ccc(-c2c3c(=O)n(C)c(=O)n(C)c3cn2Cc2cccnc2)cc1	-7.7%	3.3%	10.9%	12.0	-20.6%	9.7%	-3.1%	4.0	i
Nn1c(SCC(=O)NC2CCCCC2)nnc1-c1ccccc1	2.4%	/	-0.6%	0.0	-20.6%	0.2%	-13.4%	6.0	i
Cc1nn(-c2ccccc2)c2sc(C(=O)N3CCCCC3)cc12	-9.0%	-6.2%	3.5%	0.0	2.6%	1.8%	7.0%	6.0	i
CN1C(=O)C2(OCC(COc3ccc(Cl)cc3)O2)c2ccccc21 (stereo not drawn)	-1.3%	8.7%	7.5%	0.0	/	2.8%	/	0.0	i
CS/C(=N\S(=O)(=O)c1cccs1)NC(=O)CSc1nc2ccccc2s1	-9.0%	/	6.5%	7.0	1.3%	8.7%	4.1%	3.0	i
COc1ccccc1N1CCN(c2ccc(-c3ccccc3)nn2)CC1	36.2%	10.3%	7.6%	1.0	61.1%*	8.5%	46.4%	15.0	i
CCOc1ccccc1-n1c(SCC(=O)Nc2ccc(CC)cc2)nc2n[nH]c(C)c2c1=N	-19.9%	/	/	25.0*	/	/	/	0.0	/
CCOC(=O)N1CCC(Nc2c(NCCN3CCN(c4cccc(Cl)c4)CC3)c(=O)c2=O)CC1	-11.7%	14.6%	12.3%	0.0	4.4%	-0.7%	-2.6%	7.0	i
C=C(C)COc1ccc(-c2n[nH]c(C)c2-c2ccccc2OC)c(O)c1	-6.7%	0.1%	-1.4%	11.0	6.0%	10.9%	18.2%	0.0	i
CCC(C)C(NC(=O)OC(C)(C)C)C(=O)NC(C(=O)N1CCCC1C(N)=O)C(C)CC (stereo not drawn)	-3.1%	-1.1%	5.2%	1.0	-5.6%	1.0%	-2.3%	2.0	i
CCOC(=O)c1cnc(SCC(=O)Nc2cc(C(F)(F)F)ccc2N2CCOCC2)nc1N	2.5%	2.8%	7.5%	11.0	-3.2%	-12.9%	-1.1%	5.0	i
COC(=O)c1ccc(Cl)c(NC(=O)CN2CCN(Cc3ccccc3)CC2)c1	-4.1%	2.3%	8.1%	0.0	-7.0%	-5.8%	3.7%	2.0	i
COc1ccccc1CNC(=O)CCN1C(=O)COc2ccccc21	-1.3%	/	7.8%	0.0	-28.2%	-9.2%	-6.7%	0.0	i
N#CC1=C(N)Oc2n[nH]c(CSc3ccccc3)c2C12C(=O)Nc1ccccc12 (stereo not drawn)	-7.8%	3.3%	-10.2%	0.0	-7.7%	-6.3%	-1.1%	0.0	i
Cc1ccc(C(=O)COC(=O)c2cnccn2)cc1	10.8%	16.1%	11.1%	12.0	-6.2%	5.2%	-3.5%	10.0	i
O=C(Nc1ccc(Cl)cc1)C(c1ccccc1)N(CCO)CCO (stereo not drawn)	7.2%	9.2%	5.1%	8.0	6.9%	-1.3%	13.2%	2.0	i
Cn1c(=O)c2c(SCC(=O)N3CCC(Cc4ccccc4)CC3)nc(C3CC3)nc2n(C)c1=O	5.4%	-4.7%	7.2%	0.0	-3.8%	0.3%	4.0%	4.0	i
O=C(C1CCC1)N1CCc2cc(S(=O)(=O)N3CCN(c4ccccn4)CC3)ccc21	-2.7%	10.7%	3.3%	6.0	6.2%	0.0%	13.8%	11.0	i
COc1ccc2[nH]c(=O)c(CN(Cc3ccco3)C(=O)c3ccccc3)cc2c1	-2.9%	-0.9%	5.4%	8.0	-8.8%	-8.2%	-1.9%	8.0	/
CCn1nc(C)c(Oc2ccccc2O)c1C	-10.6%	8.8%	6.4%	10.0	-0.5%	-4.1%	-2.7%	6.0	i
CCOc1ccc(OCC)c(NC(=O)C2CCCN(S(=O)(=O)c3c(C)noc3C)C2)c1 (stereo not drawn)	2.7%	/	3.0%	21.0	-5.2%	-3.9%	2.5%	3.0	i
N=c1c(S(=O)(=O)c2ccccc2)cc2c(=O)n3ccccc3nc2n1Cc1ccco1	-0.3%	8.0%	12.5%	19.0	-0.3%	8.1%	4.6%	7.0	/
O=C(C(c1ccccc1)c1ccccc1)N1CCN(Cc2ccccn2)CC1	/	/	16.0%	2.0	-4.0%	-11.8%	5.7%	52.0*	i	PMK inhibit pilot replicates=3.5;Spn MK inh pilot replicates=1.0*;DPM-DC inhibit pilot screen %=0.0
COc1ccccc1N1CCN(c2cc(=O)n(Cc3ccc(F)cc3)c(=O)[nH]2)CC1	3.7%	7.8%	16.9%	3.0	-3.4%	-2.5%	10.9%	7.0	i	PMK inhibit pilot replicates=3.0;Spn MK inh pilot replicates=2.5;DPM-DC inhibit pilot screen %=0.0
O=C(NCCOC(=O)c1ccc(S(=O)(=O)N2CCOCC2)cc1)c1cccnc1	3.5%	12.9%	4.2%	7.0	0.8%	-3.3%	-1.3%	8.0	i
O=C(COC(=O)CCC(=O)c1ccc(F)cc1)Nc1ccc(N2CCOCC2)cc1	-3.0%	5.2%	4.7%	11.0	-6.9%	-5.9%	-13.3%	3.0	i

Retrieved by compound from the list above:
SMILES	HT1080 cytotoxicity	LYP inhibition	TNAP inhibition	PMK inhibit	HPDE-C7 cytotoxicity	Bfl-1 displacement	KRASV12 cytotoxicity	Spn MK inh	DPM-DC inhibit	others
Cc1nn(-c2ccccc2)c2sc(C(=O)N3CCCCC3)cc12	-9.0%	-6.2%	3.5%	0.0	2.6%	1.8%	7.0%	6.0	i
O=C(Nc1ccc(Cl)cc1)C(c1ccccc1)N(CCO)CCO (stereo not drawn)	7.2%	9.2%	5.1%	8.0	6.9%	-1.3%	13.2%	2.0	i
